Screening results deposited in PubChem BioAssay by NCI.
Growth percent in the NCI-60 one-dose screen (48 h, 10 µM unless noted): 100 = growth as untreated, 0 = no growth, -100 = all killed.
IGROV1 = IGROV1 ovarian cancer. hit rate 4.7% among 79,000. AID 1794786
NCI/ADR-RES = NCI/ADR-RES ovarian cells. hit rate 4.4% among 81,000. AID 1794790
NCI-H226 = NCI-H226 lung cancer | hit rate 3.5% among 79,000 | AID 1794732
NCI-H460 = NCI-H460 lung cancer; hit rate 6.8% among 82,000; AID 1794736
SK-OV-3 = SK-OV-3 ovarian cancer cells. hit rate 3.2% among 80,000
NCI-H522 = NCI-H522 lung cancer; hit rate 8% among 78,000; AID 1794739
NCI-H322M = NCI-H322M lung cancer | hit rate 2.7% among 80,000
OVCAR-4 = OVCAR-4 ovarian cancer cells; hit rate 3.7% among 80,000
NCI-H23 = NCI-H23 lung cancer; hit rate 4% among 80,000; AID 1794731
An asterisk follows results filed as active; x = not tested or not shown. How the source made its calls: active means growth percent below 10; inactive means the rest. Not a hit list. Share with any hit: about 11%.

Each structure is followed by: IGROV1 | NCI/ADR-RES | NCI-H226 | NCI-H460 | SK-OV-3 | NCI-H522 | NCI-H322M | OVCAR-4 | NCI-H23
1: CC/C(N)=N/S(=O)(=O)c1ccc(N)cc1
  103 | 105 | 92 | 106 | 99 | 83 | 93 | 97 | 99
2: CN(C)c1ccc2c(c1[N+](=O)[O-])Cc1ccccc1-2
  102 | 95 | 96 | 97 | 103 | 94 | 93 | 105 | 85
3: O/N=C1/CCCC2CCCCC12 (stereo unspecified)
  128 | 107 | 102 | 107 | 119 | 100 | 108 | 108 | 104
4: COc1cc(CN2CC3(Cc4c(C(C)(C)C)nn(-c5ccccc5)c42)C(=O)c2ccccc2C3=O)cc(OC)c1OC
  126 | 98 | 115 | 119 | 98 | 103 | 117 | 106 | 89
5: CCCCCCCCCCCCCCCCCCOP(=O)(O)OCCCCCCCCCCCCCCCCCC
  113 | 112 | 93 | 104 | 95 | 109 | 115 | 114 | 107
6: CCN(CC)CC#CCOC(=O)[C@]1(C)CCC[C@@]2(C)[C@H]1CC(C=O)=C1C=C(C(C)C)CC[C@@H]12
  63 | 71 | 76 | 64 | 73 | 53 | 95 | 69 | 60
7: Cc1sc2ccc3ccccc3c2[n+]1C
  22 | 98 | 113 | 104 | 108 | 50 | 69 | 95 | 100
8: C=C(C)C1CCC2(C(=O)O)CCC3(C)C(CCC4C5(C)CCC(OC(=O)NCc6ccccc6)C(C)(C)C5CCC43C)C12 (stereo unspecified)
  x | 45 | 45 | 29 | 69 | -6.5* | 59 | 31 | 32
9: N/C(=N\C(N)=N\c1nc2ccccc2s1)c1cscc1Br
  62 | 95 | 85 | 97 | 116 | 97 | 91 | 95 | 86
10: CCC1CCCC(=O)C1 (stereo unspecified)
  103 | 98 | 90 | 100 | 110 | 97 | 91 | 111 | 97
11: O=S(=O)(Nc1ccccc1Cl)c1ccc(-c2cnc(C3CC3)o2)cc1
  33 | 8.5* | x | 18 | x | 11 | 42 | 50 | 40
12: Cn1/c(=N\N=C\c2ccccc2OCCO)sc2ccccc21
  70 | 109 | 88 | 101 | 104 | 90 | 81 | 106 | 101
13: CCCOC(=O)CC(O)C(=O)OCCC (stereo unspecified)
  108 | 103 | 94 | 107 | 113 | 76 | 100 | 110 | 101
14: CC(=O)C1C(=O)C(=O)N(c2ccc([N+](=O)[O-])cc2[N+](=O)[O-])C1=O (stereo unspecified)
  109 | 97 | 88 | 107 | 100 | 92 | 107 | 109 | 101
15: COc1ccc(-c2nc3c(ncc4ccc(C)nc43)s2)cc1
  100 | 84 | 96 | 102 | 106 | 85 | 92 | 100 | 88
16: COC(=S)Nc1ccc(S(=O)(=O)Nc2ccc(Cl)nn2)cc1
  105 | 104 | 99 | 101 | 102 | 94 | 99 | 82 | 101
17: CCOC(=O)C1=C(N)N(c2ccc(Cl)cc2)C2=C(C(=O)CC(C)(C)C2)C1c1ccc(F)cc1 (stereo unspecified)
  90 | 88 | 95 | 106 | 102 | 60 | 94 | 84 | 82
18: COc1ccc2oc(=O)c(C3(C)NC(=O)c4c(/C=C/C(=O)OC(C)(C)C)cccc4N3)cc2c1 (stereo unspecified)
  42 | 37 | 45 | 47 | 51 | 28 | 67 | 41 | x
19: Nc1n[nH]c2cccc(C#Cc3cccc(C(=O)Nc4cc(C(F)(F)F)cc(C(F)(F)F)c4)c3)c12
  46 | 74 | 43 | 76 | 109 | 35 | 97 | 85 | 74
20: CCCCCCCCCCCC1=NC(CC)CO1 (stereo unspecified)
  89 | 99 | 89 | 106 | 98 | 63 | 87 | 90 | 95
21: CC1(O)CCC(C(C)(C)O)CC1 (stereo unspecified)
  113 | 104 | 106 | 111 | 115 | 101 | 118 | 108 | x
22: COc1ccc(/C=C/C(=O)c2ccc(OC)c(OC)c2)cc1O
  75 | 5.7* | 86 | 44 | 104 | 52 | 79 | x | 73
23: Cn1c([N+](=O)[O-])cnc1C=C1C(=O)c2ccccc2C1=O
  14 | 45 | 82 | 69 | 54 | 3.3* | 73 | 57 | 54
24: O=C1CCC(Nc2cccc(Cl)c2)N1 (stereo unspecified)
  104 | 105 | 95 | 101 | 101 | 99 | 94 | 103 | 104
25: O=C(NNC(=O)N1c2ccccc2C=Cc2ccccc21)c1ccc(Cl)cc1
  102 | 98 | 104 | 108 | 113 | 94 | 97 | 101 | 99
26: OCC1OC(Nc2ccccc2/C=N\O)C(O)C1O (stereo unspecified)
  103 | 105 | 86 | 104 | 112 | 100 | 105 | 97 | 99
27: CCc1c(C(=O)NCc2ccc(OC)cc2)[nH]c(C)c1C(C)=O
  112 | 88 | 86 | 106 | 91 | 91 | 100 | 88 | 96
28: O=c1[nH]cnc2c1ncn2-c1ccc(N(CCO)CCO)cc1
  118 | 107 | 104 | 109 | 113 | 100 | 106 | 114 | 107
29: O=c1c2ccccc2sc2cccc(NCCCN3CCN(CCCNc4cccc5sc6ccccc6c(=O)c45)CC3)c12
  105 | 107 | 101 | 109 | 108 | 99 | 104 | 103 | 105
30: C[C@H](C(=O)N[C@@H](Cc1ccc(-c2ccccc2)cc1)C(=O)NC1CC(C)(C)N(C)C(C)(C)C1)c1ccc(-c2ccccc2)c(F)c1
  -26* | -5.3* | -49* | -76* | -33* | x | -62* | -51* | -71*
31: Nc1nc2c(s1)C[C@@H](NC(=S)Nc1ccc(Cl)cc1Cl)CC2
  86 | 94 | 82 | 101 | 80 | 67 | 94 | 96 | 95
32: CCN(CC)c1ccc(/C=C2\Oc3ccc(O)c(-c4ccccc4)c3C2=O)cc1
  94 | 100 | x | 102 | x | 83 | 101 | 81 | 99
33: COc1ccc2c3c([nH]c2c1)C(=O)c1nc(C)ccc1C3=O
  29 | 44 | 66 | -35* | 76 | 56 | 43 | 26 | 3.2*
34: COS(=O)(=O)c1ccc(Br)cc1
  118 | 94 | 101 | 115 | 104 | 104 | 118 | 107 | 98
35: C=CCC(=O)N[C@@H](/C=C/C(=O)OCC)Cc1ccc(-c2cc(Cl)cc(Cl)c2)cc1
  76 | 65 | 50 | 60 | 63 | 45 | 84 | 43 | 62
36: CCOC(=O)c1c(/N=N/N2CCCC2)[nH]c2cnccc12
  97 | 97 | 93 | 108 | 91 | 81 | 91 | 92 | 89
37: O=C(CNCCN1CCOCC1)N1c2cccc3cccc(c23)N(C(=O)CNCCN2CCOCC2)C1c1cn(-c2ccccc2)nc1-c1cccc([N+](=O)[O-])c1
  74 | 88 | 81 | 96 | 109 | 75 | 98 | 91 | 96
38: Cc1cc(=O)oc2cc(OCCCOc3ccc(/C=C/C(=O)Nc4ccc(Cl)cc4)cc3)ccc12
  73 | 57 | 80 | -6.8* | 90 | 83 | 83 | 13 | x
39: Cc1ccc(N2C(=O)CCSC2=S)cc1
  101 | 103 | 96 | 103 | 98 | 84 | 100 | 111 | 98
40: CCC(C(N)=O)C(N)=O
  106 | 101 | 111 | 113 | 104 | 90 | 117 | 128 | 102
41: O=C(CCc1nc2sc3c(c2c(=O)[nH]1)CCCC3)Nc1nccs1
  66 | 114 | 91 | 160 | 117 | 84 | 117 | 112 | 104
42: Cn1cnc2c(N3CCN(C(=O)OCc4ccc5c(Cl)cc(Cl)c(O)c5n4)CC3)nc(Cl)nc21
  66 | 35 | 73 | 28 | 98 | 80 | 70 | 33 | 86
43: CCOC(=O)c1sc2nc(-c3cccc([N+](=O)[O-])c3)nc(N3CCOCC3)c2c1C
  86 | 96 | 87 | 102 | 100 | 91 | 93 | 104 | 90
44: CC1=C(C)C(=O)C(N2CCC(C)CC2)=CC1=O
  107 | 95 | 91 | 118 | 97 | 90 | 100 | 95 | 90
45: COc1ccc(/C=C/C(=O)c2c(C)nc3ccccc3c2/C=C/c2ccccc2)cc1OC
  31 | 30 | x | 24 | 82 | 16 | 52 | 56 | 49
46: Cc1c(O)ccc(=O)n1O
  106 | 89 | 71 | 67 | 114 | 103 | 65 | 92 | 95
47: COC1C=CC(O)C(CO)O1 (stereo unspecified)
  111 | 105 | 94 | 100 | 111 | 93 | 100 | 109 | 100
48: Cc1cc(NS(=O)(=O)c2ccc(NC(=O)CSc3nc4ccccc4c(=O)n3-c3ccc(Cl)cc3)cc2)no1
  101 | 102 | 89 | 101 | 109 | 93 | 97 | 107 | 86
49: NS(=O)(=O)c1ccc2c(c1)/C(=C/c1cccs1)C(=O)N2
  89 | 93 | x | 99 | x | 94 | 90 | 91 | 77
50: O=C(COc1ccc(-c2nc3ccc(C(=O)c4ccccc4)cc3[nH]2)cc1)N=Nc1c(O)[nH]c2ccccc12
  91 | 100 | 92 | 87 | 97 | 85 | 90 | 95 | 92
51: Cc1nn(-c2c(F)c(F)c(F)c(F)c2F)c(C)c1N=Nc1ccc(Br)cc1
  104 | 99 | 113 | 93 | 105 | 59 | 100 | 107 | 93
52: Cc1n(Cc2ccc3ccccc3n2)cc[n+]1Cc1ccc2ccccc2c1
  5.6* | 99 | 13 | 10 | -2.4* | 4.0* | 26 | 7.2* | 2.0*
53: COC(=O)c1ccccc1NC(=O)C(=O)c1c(O)c(O)c(C(C)C)c2cc(C)c(-c3c(C)cc4c(C(C)C)c(O)c(O)c(C(=O)C(=O)Nc5ccccc5C(=O)OC)c4c3O)c(O)c12
  103 | 106 | 92 | 102 | 92 | 91 | 87 | 94 | 97
54: COC(=O)c1ccc2oc(NC(=O)c3ccc(Nc4ccc([N+](=O)[O-])cc4C)c([N+](=O)[O-])c3)nc2c1
  104 | 106 | 92 | 101 | 102 | 94 | 101 | 100 | 96
55: Cc1nn(-c2c(F)c(F)c(F)c(F)c2F)c(C)c1N=Nc1ccccc1
  105 | 101 | 108 | 100 | 79 | 68 | 96 | 91 | 95
56: COc1cc(C(=O)O)ccc1C
  117 | 100 | 112 | 108 | 97 | 97 | 113 | x | 102
57: COc1ccc2sc3c(NCCCNCCO)nc4ccccc4c3c(=O)c2c1
  46 | 64 | 98 | -71* | 86 | 71 | 73 | 4.4* | 64
58: Clc1c(Cl)c2ccccc2c2ccccc12
  112 | 101 | 103 | 113 | 90 | 115 | 102 | 83 | 96
59: Cc1cccc(C[C@H](NC(=O)Nc2ccc(Cl)cc2F)C(=O)N[C@@H]2C(=O)N3C[C@H](O)C[C@H]3C(=O)N3CCN(C)C[C@H]3C(=O)N[C@@H](C)C(=O)N3C[C@H](C)C[C@H]3C(=O)O[C@H]2C)c1
  51 | 107 | 45 | 28 | x | 33 | 66 | 15 | 35
60: Cc1ccc(NC(=O)c2ccc(CN3CC[C@H](N(C)C)C3)c(C(F)(F)F)c2)cc1Nc1nccc(-c2cncnc2)n1
  0.3* | 25 | 13 | 4.2* | 39 | -30* | 26 | -4.8* | 13

Eight neighbouring entries already listed, quoted:
Each structure is followed by: IGROV1 | NCI/ADR-RES | NCI-H226 | NCI-H460 | SK-OV-3 | NCI-H522 | NCI-H322M | OVCAR-4 | NCI-H23
25: O=C(NNC(=O)N1c2ccccc2C=Cc2ccccc21)c1ccc(Cl)cc1
  102 | 98 | 104 | 108 | 113 | 94 | 97 | 101 | 99
26: OCC1OC(Nc2ccccc2/C=N\O)C(O)C1O (stereo unspecified)
  103 | 105 | 86 | 104 | 112 | 100 | 105 | 97 | 99
27: CCc1c(C(=O)NCc2ccc(OC)cc2)[nH]c(C)c1C(C)=O
  112 | 88 | 86 | 106 | 91 | 91 | 100 | 88 | 96
28: O=c1[nH]cnc2c1ncn2-c1ccc(N(CCO)CCO)cc1
  118 | 107 | 104 | 109 | 113 | 100 | 106 | 114 | 107
29: O=c1c2ccccc2sc2cccc(NCCCN3CCN(CCCNc4cccc5sc6ccccc6c(=O)c45)CC3)c12
  105 | 107 | 101 | 109 | 108 | 99 | 104 | 103 | 105
30: C[C@H](C(=O)N[C@@H](Cc1ccc(-c2ccccc2)cc1)C(=O)NC1CC(C)(C)N(C)C(C)(C)C1)c1ccc(-c2ccccc2)c(F)c1
  -26* | -5.3* | -49* | -76* | -33* | x | -62* | -51* | -71*
31: Nc1nc2c(s1)C[C@@H](NC(=S)Nc1ccc(Cl)cc1Cl)CC2
  86 | 94 | 82 | 101 | 80 | 67 | 94 | 96 | 95
32: CCN(CC)c1ccc(/C=C2\Oc3ccc(O)c(-c4ccccc4)c3C2=O)cc1
  94 | 100 | x | 102 | x | 83 | 101 | 81 | 99

Further results:
Each structure is followed by: IGROV1 | NCI/ADR-RES | NCI-H226 | NCI-H460 | SK-OV-3 | NCI-H522 | NCI-H322M | OVCAR-4 | NCI-H23
61: CCC(=O)c1ccc(O)cc1O
  102 | 105 | 94 | 107 | 73 | 58 | 105 | 102 | 103
62: COc1cc2c3c(n(CCCN4CCC[C@H]4C(N)=O)c(=O)c2cc1OC)-c1cc2c(cc1C3=O)OCO2
  34 | 9.8* | -15* | 0.3* | -23* | 22 | 26 | 22 | -3.5*
63: CC(CN1CC2CCC(CC2)C1)C(=O)c1cccs1 (stereo unspecified)
  95 | 103 | 112 | 109 | 124 | 101 | x | 147 | 108
64: C=C1C(=O)O[C@H]2[C@H]1CC/C(COC(=O)c1c[nH]c3ccccc13)=C\CC[C@@]1(C)O[C@@H]21
  -56* | -4.9* | -78* | 2.5* | 69 | -67* | 16 | -91* | -53*
65: CCOC(=O)c1ccc2c(c1)[n+](=O)c(C(=O)OC)c(C)n2[O-]
  57 | 58 | 90 | 78 | 90 | 65 | 93 | 66 | 58
66: O=C(/C=C\c1ccccc1)CCN1CCOCC1
  104 | 103 | 103 | 99 | 99 | 102 | 137 | 102 | 103
67: COc1ccc(OC)c(-c2cc(-c3nc(OC)nc(OC)n3)on2)c1
  97 | 100 | 89 | 104 | 116 | 94 | 101 | 101 | 102
